Sm TGR inh = inhibitors of Schistosoma mansoni thioredoxin glutathione reductase; purified TGR, DTNB reduction, TNB absorbance 405 nm; Potency, µM (doses to about 114 µM), inactives show top-dose activity change, negative = inhibition, hits mostly inhibitors; actives 3% (n = 360,000); Q962Y6; further: potency means the concentration at half of the fitted maximal effect; nearly all actives have a fitted effect of over 60% in size
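First, TGR (20 nM dispensed) and NADPH were mixed with compound. Second, a 15 min room-temperature incubation followed. Third, further NADPH and then DTNB were added to start the reaction. Finally, TNB absorbance was monitored kinetically.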
AmpC inh no detg = AmpC beta-lactamase inhibition without detergent; AmpC nitrocefin hydrolysis, absorbance 480 nm, 0.0001% Triton; Potency, µM (top dose mostly 57.1 µM), for the others: at the highest dose activity change, negative = inhibition, most hits filed as inhibitors; actives 0.52% (n = 330,000); AID 485341;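 further: potency means the concentration at half of the fitted maximal effect; plate controls were no compound for no effect and no enzyme for full effect; nearly all actives have a fitted effect of over 20% in size; some results filed as inactive show a strong effect at the top dose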
Target sequence (P00811 whole entry, looked up): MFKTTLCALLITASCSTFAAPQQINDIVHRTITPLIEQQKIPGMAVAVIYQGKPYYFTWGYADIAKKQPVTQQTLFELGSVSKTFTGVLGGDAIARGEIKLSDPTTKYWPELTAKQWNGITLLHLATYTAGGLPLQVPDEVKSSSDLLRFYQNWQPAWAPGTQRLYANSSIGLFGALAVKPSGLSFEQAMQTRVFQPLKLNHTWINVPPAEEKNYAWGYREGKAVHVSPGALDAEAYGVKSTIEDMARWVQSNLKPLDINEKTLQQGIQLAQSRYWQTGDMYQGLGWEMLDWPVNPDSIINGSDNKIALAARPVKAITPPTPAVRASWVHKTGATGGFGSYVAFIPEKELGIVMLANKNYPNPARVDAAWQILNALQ
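AmpC (5.3 nM in the dispensed reagent) in 20 mM phosphate pH 7.0 with 0.01% (detergent screen) or 0.0001% Triton X-100 was preincubated with compounds for 15 min at room temperature. Nitrocefin was then added from an 800 uM solution, and hydrolysis was followed at 480 nm.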
AmpC inh detg = blocks E. coli AmpC beta-lactamase in detergent assay. AmpC hydrolysis of nitrocefin, absorbance 480 nm, 0.01% Triton. actives 0.041% (n = 370,000). Potency, µM (highest dose often 114 µM), inactives show top-dose activity change, negative = inhibition, usual class: inhibitors;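 further: potency means the concentration at half of the fitted maximal effect; 0% = no-compound wells and -100% = no-enzyme wells; nearly all actives have a fitted effect of over 25% in size; some results filed as inactive show a strong effect at the top dose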
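AmpC (5.3 nM in the dispensed reagent) in 20 mM phosphate pH 7.0 with 0.01% (detergent screen) or 0.0001% Triton X-100 was preincubated with compounds for 15 min at room temperature. Nitrocefin was then added from an 800 uM solution, and hydrolysis was followed at 480 nm.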
FBPA Giardia inh = blocks Giardia fructose-bisphosphate aldolase activity; actives 0.71% (n = 290,000); purified Giardia FBPA; Potency, µM (highest dose often 59.6 µM), inactives show at the highest dose activity, negative = inhibition, most hits filed as inhibitors; further: potency means the concentration at half of the fitted maximal effect; nearly all actives have a fitted effect of over 55% in size
Target sequence (A8B2U2 whole entry, looked up): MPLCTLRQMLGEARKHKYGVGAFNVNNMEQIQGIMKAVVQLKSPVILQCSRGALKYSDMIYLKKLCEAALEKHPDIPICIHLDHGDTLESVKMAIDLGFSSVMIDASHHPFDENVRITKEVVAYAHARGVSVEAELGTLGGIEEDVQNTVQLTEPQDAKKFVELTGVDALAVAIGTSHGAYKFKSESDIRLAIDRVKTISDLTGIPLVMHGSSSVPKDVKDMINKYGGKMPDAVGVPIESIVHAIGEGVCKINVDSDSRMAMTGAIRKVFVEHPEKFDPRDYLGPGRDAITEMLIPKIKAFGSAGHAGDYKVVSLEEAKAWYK
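Giardia FBPA (40 nM reagent) was preincubated 10 min at RT with compound (up to 57.5 uM final), then substrate plus GAPDH/TPI/NAD/arsenate coupling system with diaphorase/resazurin was added; resorufin fluorescence (525/598 nm) was read after 20 min.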
HCMV inh = blocks human cytomegalovirus replication; HFF cells, HCMV-luciferase reporter, 72 h; active compounds read low; activity change, negative = inhibition, % at 57.5 µM; actives 4.5% (n = 410,000); in the data active means activity change below about -60%; inconclusive means no clear call, values can overlap the other calls; inactive means above about -39%
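Compounds were evaluated in HFFs infected with an HCMV luciferase reporter virus (MOI 1 PFU/cell). Luciferase in lysates collected 72 h post infection served as the replication measure.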
AMA1 RON2 block = AMA1-RON2 (P. falciparum) interaction inhibition. AlphaScreen AMA1-biotinylated RON2 peptide binding. Potency, µM (top dose mostly 58.2 µM), for the others: at the top dose activity change, negative = inhibition, usual class: inhibitors. actives 0.2% (n = 360,000). AID 720542;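 further: potency means the concentration at half of the fitted maximal effect; 0% = vehicle wells and -100% = peptide control; nearly all actives have a fitted effect of over 45% in size; some results filed as inactive show a strong effect at the top dose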
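AMA1 (3D7) with his tag at 25 nM final met compounds first, then biotinylated RON2 peptide at 25 nM; detection used donor plus acceptor beads, 10 µg/mL apiece, read by AlphaScreen after 30 min at room temperature.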
* marks the source's active call; other numbers are inactive results; ? = inconclusive; . = not tested or not shown; & = joins results of further samples; [ ] = remark or other dose. Unless noted, the call rests on the fitted dose curve; in most records, active means well fitted curve in the direction sought with a large enough effect; inconclusive means small, poorly fitted or top-dose-only effect, or another doubt; inactive means no such curve, though single readings can be large; an effect the other way counts as inactive or inconclusive. Unless noted, on the % scale 0 is the no-effect control and ±100 the full control effect. An unsorted share of the library (roughly 7.8% active in at least one column).

cpd | mol | Sm TGR inh | AmpC inh no detg | AmpC inh detg | FBPA Giardia inh | HCMV inh | AMA1 RON2 block
1 | COc1ccc(CC(=O)OCc2nnc(-c3ccccc3)o2)cc1 | -5% | -9% | 2% | -1% | -20 | 10%
2 | CCc1ccccc1NC(=O)c1nnn(Cc2ccc(Cl)cc2)c1N | 11% | . | 20% | . | -7 | .
3 | COc1ccc(S(=O)(=O)N2CCC(C(=O)NC(c3nc4ccccc4[nH]3)C(C)C)CC2)cc1 (centres undefined) | -7% | -15% | ? | . | -7 | -2%
4 | COc1ccc(NC(=O)c2ccc3nc[nH]c3c2)cc1 | 5% | -18% | 4% | -4% | 27 | 0%
5 | COc1ccc(/C(O)=C2/C(=O)C(=O)N(c3ccccn3)C2c2ccc(F)cc2)cc1 (centres undefined) | -16% | -9% | ? | 2% | -12 | -6%
6 | CC1(C)Cc2c(cnn2-c2cccc(F)c2)C(NC(=O)C2CCOCC2)C1 (centres undefined) | 1% | 50% | 3% | . | 4 | -6%
7 | O=C(CSc1nc2ccccc2[nH]1)NCCN1CCCCC1 | -14% | -15% | -8% | 1% | -27 | -8%
8 | COc1ccc(C(=O)NC2CCc3ccccc32)cc1OC1CCN(C(C)=O)CC1 (centres undefined) | -3% | -15% | -4% | . | 23 | 10%
9 | COc1ccc(NC(=O)c2ccc(CNc3c(NC4CCCCC4)c(=O)c3=O)cc2)c(OC)c1 | 1% | -13% | -17% | -5% | ? | -6%&0%
10 | COc1ccc(Oc2cnc3ccccc3n2)cc1 | -2% | 0% | -4% | 1% | -63* | 12%
11 | Cc1cc2n(n1)CCC(=O)N2Cc1ccc(C(=O)Nc2ccc(F)cc2F)cc1 | 4% | . | 2% | . | 37 | .
12 | COc1ccc(-n2cccc2/C=C2\C(=N)N3N=C(C(C)C)SC3=NC2=O)cc1 | 4% | -29% | ? | -2% | -3 | 18%
13 | COCCCNC(=O)CS(=O)Cc1nc(-c2cccc(C)c2)oc1C (centres undefined) | ? | . | 4% | . | 3 | .
14 | CCCC1O[C@@H]2C[C@H]3[C@@H]4CCC5=CC(=O)C=C[C@]5(C)[C@H]4[C@@H](O)C[C@]3(C)[C@]2(C(=O)CO)O1 (some centres undefined) | -1% | 67%[activator] | -3% | -8% | 38 | 1%
15 | CC(C)n1c(SCC(=O)Nc2nncs2)nnc1-c1ccco1 | ? | -21% | 3% | . | . | -1%

The listing continues:
cpd | mol | Sm TGR inh | AmpC inh no detg | AmpC inh detg | FBPA Giardia inh | HCMV inh | AMA1 RON2 block
16 | CCOC(=O)N1CCN(C(=O)c2ccc(Cn3c(=S)[nH]c4cc(OCC)c(OCC)cc4c3=O)cc2)CC1 | 6% | 19% | -2% | -7% | -40 | 34%[activator]
17 | COc1cccc(C2CC(c3cccs3)=NN2C(=O)CSc2nc3ccccc3s2)c1OC (centres undefined) | -2% | -26% | ? | 1% | -30 | -15%
18 | COc1ccccc1NC(=O)C1=C(C)Nc2nnnn2C1c1ccncc1 (centres undefined) | 5% | -5% | -4% | . | 16 | 5%
19 | COc1ccc(C(=O)n2nc(C)cc2Nc2ccccc2)cc1 | -19% | -2% | -6% | 1% | 10 | -2%
20 | Cc1nnc(SCC(=O)NCc2ccccc2)s1 | -9% | -14% | 0% | -1% | 0 | 4%
21 | COc1ccc(N2C(=O)C3C(C2=O)C3(c2ccccc2)c2ccccc2)cc1 (centres undefined) | 11% | 2% | 5% | 2% | -7 | -3%
22 | CCOc1ccc2oc(C(=O)OCC(=O)NC(=O)NC3CCCC3)c(C)c2c1 | 0% | -32% | -9% | 3% | 41 | -6%
23 | Cc1ccc(C(=O)N(c2ccccn2)C(C)c2ccco2)cc1C (centres undefined) | 6% | 1% | ? | 6% | 27 | -8%
24 | Cc1cc(C)n2nc(C(=O)Nc3ccccc3N3CCOCC3)nc2n1 | 0% | -14% | -9% | 2% | . | .
25 | CCCCn1c(CN2CCN(CCO)CC2)nc2ccccc21 | 8% | ? | 1% | 0% | 12 | 48%[activator]
26 | CC(=O)Nc1nnc(SCC(=O)Nc2ccc(N3CCOCC3)c(Cl)c2)s1 | -4% | -13% | ? | 3% | ? | 1%
27 | CN(C)c1cccc2c(S(=O)(=O)NCc3ccc(S(N)(=O)=O)cc3)cccc12 | -15% | -38% | -1% | -26% | 2 | 15%
28 | Cc1nnc(SCC(=O)N2c3ccccc3C(C)(c3ccc(Cl)cc3)CC2(C)C)s1 (centres undefined) | -12% | 37% | ? | 0% | -74* | -17%
29 | Cc1cc(C)c2sc(N3CCN(C(=O)c4ccc(N(C)C)cc4)CC3)nc2c1 | 10% | . | 4% | . | -13 | .
30 | CCOc1ccc(CCNc2nc3ccccc3n3c(C)nnc23)cc1OCC | 9%&-7% | -7% | 3%&-2% | -5% | 26&12 | 14%

Remaining list, next part:
cpd | mol | Sm TGR inh | AmpC inh no detg | AmpC inh detg | FBPA Giardia inh | HCMV inh | AMA1 RON2 block
31 | O=C(O)c1ccc(N/N=C2/CCSc3ccc(F)cc32)cc1 | 1% | -20% | -5% | -5% | 0 | -15%
32 | COc1ccccc1CNS(=O)(=O)c1c(C(=O)N2CCCCC2)c(C)n(C)c1C | 1% | 26% | 0% | 5% | ? | 0%
33 | Cc1ccc(-c2cc(C(=O)Nc3c(C#N)cnn3C)no2)cc1 | -8% | -19% | -13% | 3% | 65 | 6%
34 | COC(=O)C1=CN(c2ccc(OC)cc2)C=C(C(=O)OC)C1c1cc(OC)c(OC)cc1OC | -30% | -29% | -7% | . | 54 | -2%
35 | CCC(C(=O)OCC(=O)Nc1cc(Cl)cc(Cl)c1)c1ccccc1 (centres undefined) | 13% | -13% | -6% | 0% | -40 | 21%
36 | Cc1ccc(NC(=O)COC(=O)C2(C)CC2(Cl)Cl)cc1S(=O)(=O)N1CCOCC1 (centres undefined) | 2% | -26% | -6% | . | 8 | -5%
37 | COc1ccc(N2C(=O)/C(=C/c3cccs3)NC2=S)cc1 | -26% | -34% | 2% | -9% | 0 | 10%
38 | O=C(Nc1ccc(S(=O)(=O)Nc2ncccn2)cc1)c1ccc(N2CCCC2=O)cc1 | -27% | -3% | -10% | -9% | -32 | -10%
39 | Cc1oc(-c2ccccc2Cl)nc1CS(=O)CC(=O)NCCCN1CC(C)CC(C)C1 (centres undefined) | -13% | 30% | 3% | . | -21 | -20%
40 | COc1ccc(C(=O)C(C)[n+]2ccc(C)c3ccccc32)cc1[N+](=O)[O-] (centres undefined) | ? | -5% | -11% | -8% | -86* | 10%
41 | CCCc1cc(=O)[nH]c(SCC(=O)N(C)Cc2ccccc2)n1 | 0% | -12% | -8% | -11% | 23 | -3%
42 | O=c1c2c(nc3nc(SCc4ccccc4)[nH]n13)CCC2 | 0% | -24% | -5% | -19% | 1 | -5%
43 | O=C(NC1CCN(Cc2ccccc2)CC1)C1CCN(S(=O)(=O)c2cccc3cccnc23)CC1 | 5% | 67%[activator] | ? | 5% | -6 | 6%
44 | CCc1cc(=O)oc2cc(OC(C)C(=O)NCc3ccccn3)ccc12 (centres undefined) | 6% | -8% | -5% | -10% | -19 | -4%
45 | COC(=O)c1[nH]c2c(c1C)C(=O)CC(c1ccccc1)C2 (centres undefined) | 4% | -11% | -1% | 2% | -69* | -6%

Full records from above.
COc1ccc(C(=O)NC2CCc3ccccc32)cc1OC1CCN(C(C)=O)CC1 (centres undefined) is listed as Sm TGR inh: -3%; AmpC inh no detg: -15%; AmpC inh detg: -4%; FBPA Giardia inh: .; HCMV inh: 23; AMA1 RON2 block: 10%
COc1ccc(NC(=O)c2ccc(CNc3c(NC4CCCCC4)c(=O)c3=O)cc2)c(OC)c1 is listed as Sm TGR inh: 1%; AmpC inh no detg: -13%; AmpC inh detg: -17%; FBPA Giardia inh: -5%; HCMV inh: ?; AMA1 RON2 block: -6%&0%
Cc1cc(C)c2sc(N3CCN(C(=O)c4ccc(N(C)C)cc4)CC3)nc2c1 is listed as Sm TGR inh: 10%; AmpC inh no detg: .; AmpC inh detg: 4%; FBPA Giardia inh: .; HCMV inh: -13; AMA1 RON2 block: .

Three structures out of the list, sorted by SMILES length, smallest number first:
cpd | mol | Sm TGR inh | AmpC inh no detg | AmpC inh detg | FBPA Giardia inh | HCMV inh | AMA1 RON2 block
21 | COc1ccc(N2C(=O)C3C(C2=O)C3(c2ccccc2)c2ccccc2)cc1 (centres undefined) | 11% | 2% | 5% | 2% | -7 | -3%
39 | Cc1oc(-c2ccccc2Cl)nc1CS(=O)CC(=O)NCCCN1CC(C)CC(C)C1 (centres undefined) | -13% | 30% | 3% | . | -21 | -20%
14 | CCCC1O[C@@H]2C[C@H]3[C@@H]4CCC5=CC(=O)C=C[C@]5(C)[C@H]4[C@@H](O)C[C@]3(C)[C@]2(C(=O)CO)O1 (some centres undefined) | -1% | 67%[activator] | -3% | -8% | 38 | 1%

Next part:
cpd | mol | Sm TGR inh | AmpC inh no detg | AmpC inh detg | FBPA Giardia inh | HCMV inh | AMA1 RON2 block
46 | COC(=O)C1=C(c2ccc(Cl)c(C(F)(F)F)c2)C[C@@H]2CC[C@H]1N2C(=O)NCCO | -1% | 100%[activator] | 7% | . | 43 | -3%
47 | CC1CCN(CCC(=O)N/N=C/c2ccc([N+](=O)[O-])cc2)CC1 | 2% | -3% | 2% | -1% | -7 | 17%
48 | O=C(NCc1ccc(Cl)cc1)c1cc2c(s1)CS(=O)(=O)C2 | -5% | -38% | -4% | . | ? | 11%
49 | COc1cccc(-c2nc(CS(=O)(=O)CC(=O)NCCCOC(C)C)c(C)o2)c1 | ? | 83%[activator] | ? | . | 13 | -5%
50 | CCCn1c(=S)[nH]c2cc(Cl)ccc21 | 4% | -30% | 11% | -5% | -39 | 99%[activator]
51 | Cn1ncc2c(O/N=C(\N)c3ccc(C(C)(C)C)cc3)ncnc21 | 2% | 138%[activator] | 1% | -8% | . | 4%
52 | COC(=O)CN(C(=O)CSc1nnc(-c2cccc(OC)c2)o1)c1ccc(OC)cc1 | 1% | 7% | -11% | 0% | 39 | -5%
53 | CCN(CC)CCOC(=O)CCc1cccc2ccccc12 | -9% | 1% | -13% | -22% | -35 | -4%
54 | Cc1cccn2c(=O)c3cc(C(=O)NC4CCCCC4)n(C)c3nc12 | -2% | -16% | 0% | . | ? | 5%
55 | COC(=O)c1cc(S(=O)(=O)NCc2ccccc2)c[nH]1 | -33% | -11% | -15% | -11% | -20 | 8%
56 | O=S(=O)(c1ccc2nc(Nc3ccc(Br)cc3F)ccc2c1)N1CCCCC1 | -7% | . | 3% | . | -4 | .

Compound activity (PubChem)
